# Screens as filed in PubChem BioAssay.
# L929 necroptosis: inhibitors of zVAD-triggered necroptosis, primary screen, L929 cells | L929 zVAD necroptosis rescue, ATP luminescence, 24 h; with zVAD 60 µM | viability rescue, % at 10 µM | 220,000 tested, 0.38% active;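 active = activation, scaled between plate controls, above about 75%, limit read from the data; inactive = activation under that limit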;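 note: 0% = zVAD with DMSO and 100% = DMSO alone without zVAD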
# Hck-Nef inh: inhibitors of Nef-activated human Hck kinase, primary screen, biochemical, Z-Lyte FRET, 384-well, Hck-YEEI; Recombinant Hck-YEEI plus Nef, Z-Lyte FRET kinase assay; Tyrosine-protein kinase HCK (Homo sapiens), P08631; inhibition, % at 20 µM; 220,000 tested, 0.68% active;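 active = Hck-Nef kinase inhibition above about 50%, limit read from the data; inactive = inhibition below that limit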;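 note: 0% = DMSO with Hck plus Nef and 100% = Hck alone without Nef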
# Target sequence (P08631 whole entry, looked up): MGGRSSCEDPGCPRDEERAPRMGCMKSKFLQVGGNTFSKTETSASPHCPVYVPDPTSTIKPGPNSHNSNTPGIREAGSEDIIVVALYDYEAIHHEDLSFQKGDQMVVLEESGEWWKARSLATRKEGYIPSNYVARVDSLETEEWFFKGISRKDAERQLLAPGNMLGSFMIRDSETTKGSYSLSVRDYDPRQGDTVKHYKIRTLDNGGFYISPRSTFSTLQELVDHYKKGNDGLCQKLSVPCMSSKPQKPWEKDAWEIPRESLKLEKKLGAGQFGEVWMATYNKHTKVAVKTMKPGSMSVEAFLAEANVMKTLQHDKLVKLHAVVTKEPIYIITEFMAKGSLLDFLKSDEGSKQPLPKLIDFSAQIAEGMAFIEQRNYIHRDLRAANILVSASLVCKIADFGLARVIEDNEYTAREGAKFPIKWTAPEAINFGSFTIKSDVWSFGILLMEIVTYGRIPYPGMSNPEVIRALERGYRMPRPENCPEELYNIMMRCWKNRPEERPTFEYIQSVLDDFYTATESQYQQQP
# 14-3-3 Bad PPI: inhibitors of 14-3-3 zeta/Bad binding, primary screen, biochemical, TR-FRET, bovine 14-3-3 zeta; 14-3-3 protein zeta/delta (Bos taurus), P63103; TR-FRET 14-3-3zeta/Dy647-pBad peptide displacement, 1 h; inhibition, % at 21.7 µM; 220,000 tested, 0.71% active; AID 781, 2007;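 active = inhibition above about 70%, limit read from the data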;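 note: 0% = full 14-3-3 plus peptide FRET controls and 100% = background without 14-3-3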
# Target sequence (P63103 whole entry, looked up): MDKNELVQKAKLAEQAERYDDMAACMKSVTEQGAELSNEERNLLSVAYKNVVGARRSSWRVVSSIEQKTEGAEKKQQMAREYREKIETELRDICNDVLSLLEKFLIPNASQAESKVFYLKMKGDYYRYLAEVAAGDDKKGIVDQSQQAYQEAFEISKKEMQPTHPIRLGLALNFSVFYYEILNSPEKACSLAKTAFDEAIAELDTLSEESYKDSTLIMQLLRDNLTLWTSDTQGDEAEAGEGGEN
# PGE2 EP2 inh: human EP2 receptor antagonists, primary screen, TR-FRET cAMP, C6 glioma cells. C6 glioma cells expressing human EP2; cells stimulated with saturating PGE2. Prostaglandin E2 receptor EP2 subtype (Homo sapiens), P43116. inhibition, % at 25 µM. 260,000 tested, 0.52% active;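 active = percent inhibition above 40 after rounding to a whole number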;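 note: rat C6 glioma host cells with rolipram phosphodiesterase inhibitor present; the protocol text gives 20 µM as final concentration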
# eIF4E-4G inh: eIF4E–eIF4G protein interaction inhibitors, primary screen, biochemical, uHTS, TR-FRET, eIF4GI fragment; inhibition, % at 21.7 µM; TR-FRET eIF4E-eIF4GI(517-606) binding, 2 h; 220,000 tested, 0.37% active; Eukaryotic translation initiation factor 4E (Mus musculus) + Eukaryotic translation …; AID 782, 2007;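 active = inhibition above about 30%, limit read from the data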;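 note: 0% = full FRET control wells and 100% = background wells lacking eIF4GI fragment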
# TbHK1 inh: Trypanosoma brucei hexokinase 1 inhibitors, primary screen, biochemical, G6PDH-coupled NADH absorbance, MLSCN library; hexokinase 1 [Trypanosoma brucei]; 220,000 tested, 0.11% active; inhibition, % at 10 µM; AID 1430, 2008; recombinant TbHK1, G6PDH-coupled NADH A340;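 active = inhibition of 50% or more in the single-dose primary screen; inactive = inhibition below 50%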
# EP2 modulator: EP2 receptor modulators, cAMP readout, primary screen, cell-based, HTRF cAMP, PGE2 stimulation. Prostaglandin E2 receptor EP2 subtype (Homo sapiens), P43116. EP2-expressing cells, cAMP HTRF FRET, PGE2 co-stimulation. induction, % at 25 µM. 260,000 tested, 0.83% active. AID 940, 2007;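 active = compounds whose cAMP rise, as percent of the full-agonist control response, exceeds 60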;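 note: rat C6 glioma line stably carrying human EP2 under a CMV promoter; the protocol text gives 20 µM as final concentration; 100% = response of wells given 1 µM PGE2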
# m-calpain inh: inhibitors of pig calpain II, primary screen, biochemical, fluorogenic peptide substrate, 1536-well. purified calpain II, 30 min. inhibition, % at 16 µM. 220,000 tested, 0.37% active. AID 1236, 2008;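 active = inhibition above about 50%, limit read from the data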
# Rad51 HR inh: human RAD51 strand exchange inhibitors, primary screen, biochemical, fluorescence; DNA repair protein RAD51 homolog 1 (Homo sapiens), Q06609; inhibition, % at 10 µM; hRad51 DNA strand exchange, fluorescence dequenching; 200,000 tested, 0.085% active; AID 1385, 2008;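 active = inhibition above 40% at the single screening dose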;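 note: 0% = DMSO control wells and 100% = blanks with heterologous ssDNA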
#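 System: hRad51 filaments on single-stranded DNA; reagent: Fluorescein- and BHQ1-tagged 47-mer duplex; compound dosing: one concentration, 10 µM final; timing: filaments 15 min 37 °C, then compound 30 min; measured by: fluorescein emission 520 nm, excitation 485 nm; benchmarks: per-plate controls and blanks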
# Active calls of the source: *; i = inactive; · = not tested or not shown; & = joins results of further samples; [ ] = dose if it differs, or a comment. Only part of the results is shown (hit frequency here may not be typical).
SMILES,L929 necroptosis,Hck-Nef inh,14-3-3 Bad PPI,PGE2 EP2 inh,eIF4E-4G inh,TbHK1 inh,EP2 modulator,m-calpain inh,Rad51 HR inh
O=c1oc2ccccc2n1CSc1nc2ccccc2s1,1.1,-0.4,-10.3,5.8,18.9,1.8,14.5,24.4,-1.2
COC(=O)Cc1c(C)nc2nc(-c3ccc(C)cc3)[nH]n2c1=O,0.8,1.1,-14.3,11.3,-3.7,-2.9,-1.5,4.7,-12.8
CCCCOc1ccc(C(=O)OC(C)CN(C)C)cc1 (stereo not given),-0.4,0.9,0.7,·,7.3,0.9,-30.9,47.6,·
CNC(=O)Cn1c(C)cc(=O)c2cccc(C)c21,0.8,16.6,-2.6,5.2,6.5,-1.2,2.2,-5.0,12.4
Cc1ccc(C(=O)O)cc1S(=O)(=O)N1CCOCC1,0.5,0.5,25.3,4.7,-21.0,1.4,50.3,-9.8,2.7
COc1ccccc1NC(=O)CCC(=O)c1ccc(-c2ccccc2)cc1,0.2,3.7,4.9,3.5,1.4[fluorescence artefact?],3.6,-81.8,-9.0,·
COC(=O)Cc1c(C)c2ccc(OC(C)C)cc2oc1=O,0.2,21.7,8.8,2.4,-0.7,-44.0,5.1,-241.4,·
CCCOC(=O)Nc1sc2c(c1C(N)=O)CCCC2,5.8,11.6,-5.4,11.4,1.6,3.5,14.9,26.8,0.8
O=C(COc1ccc(Cl)cc1[N+](=O)[O-])N1CCCCCC1,0.4,5.7,-0.2,9.1,6.2,-6.0,-6.9,16.3,7.7
COC(=O)CN1C(c2ccc(OC)cc2)=Nc2ccc(Cl)cc2C1c1ccccc1 (stereo not given),-0.1,0.8,5.7[fluorescence artefact?],11.2,0.2[fluorescence artefact?],-11.6,5.9,28.8,18.9
COCCN1C(=O)C(=O)/C(=C(/O)c2ccc(S(=O)(=O)N3CCOCC3)cc2)C1c1ccc(O)cc1 (stereo not given),-0.7,-13.7,-2.2,16.5,13.0,-33.4,17.1,21.5,0.9
Cc1c(O)ccc2c(CN3CCN(CCO)CC3)cc(=O)oc12,·,62.8*,-6.0,9.1,-1.1,-18.1,-3.8,-486.7,·

# Part of the list above, reduced to TbHK1 inh.
compound | TbHK1 inh
COc1ccccc1NC(=O)CCC(=O)c1ccc(-c2ccccc2)cc1 | 3.6
COC(=O)Cc1c(C)c2ccc(OC(C)C)cc2oc1=O | -44.0
CCCOC(=O)Nc1sc2c(c1C(N)=O)CCCC2 | 3.5

# More records.
SMILES,L929 necroptosis,Hck-Nef inh,14-3-3 Bad PPI,PGE2 EP2 inh,eIF4E-4G inh,TbHK1 inh,EP2 modulator,m-calpain inh,Rad51 HR inh
CCOc1cccc(C(=O)Nc2ccc3oc(Cc4ccc(Cl)cc4)nc3c2)c1,0.9,-20.5,-1.0,10.2,-2.5,3.9,-11.1,-12.2,-0.3
CCOC(=O)c1c2c3c(c(Cl)ccc3[nH]c1=O)C(=O)c1ccccc1-2,0.8,7.7,-4.5,15.5,1.7,5.2,-41.1,-13.0,-6.6
CC1CCCCN1C(=O)COc1ccc2ccc(=O)oc2c1 (stereo not given),-0.1,-23.9,-1.2,10.2,4.9,2.3,0.9,-25.2,-2.6
C=CCn1c(=O)c(C(=O)Nc2ccccc2S(N)(=O)=O)c(O)c2ccccc21,-0.6,15.9,-19.0,16.9,-1.7,-12.3,-39.6,-110.3,3.6
COc1ccccc1N(CN1C(=O)c2ccccc2C1=O)C(=O)c1cccnc1,0.0,2.4,0.0,3.1,2.7,-10.5,18.1,0.1,2.3
COCCNC(=O)CN(C(=O)Cn1nnc2ccccc21)c1ccc(F)c(Cl)c1,0.1,0.0,10.9,16.8&8.2,3.4,-0.5,13.5&-2.7,-12.1,1.1
COc1ccc(C(C(=O)NC2CCCCC2)N(Cc2cccs2)C(=O)Cc2c[nH]c3ccccc23)cc1 (stereo not given),-0.1,0.1,-1.7,4.1,2.8,-10.3,14.1,21.0,-5.1
O=C(NCc1ccccc1)C1=C[C@H](c2coc3ccccc3c2=O)C[C@H](OCc2ccc(CO)cc2)O1,0.7,-5.1,3.8,2.3,0.4,-8.9,10.1,17.5,-0.4
COc1cccc2cc(C(N)=O)/c(=N/NC(=O)COc3ccc(Cl)cc3)oc12,0.1,10.4,31.2[fluorescence artefact?],7.0,2.9,-3.5,21.0,-3.4,-3.1
COc1ccc2c(c1O)-c1ccccc1CCN(C)C2,-0.8,5.1,-1.0,14.7,0.2,-2.6,-0.9,23.2,-6.3
CCOc1cc(C(=S)N2CCOCC2)ccc1O,1.4,0.1,-1.0[fluorescence artefact?],12.9,30.5*[fluorescence artefact?],2.0,27.1,-13.4,14.9
CN(CCC#N)C(=O)Cn1nc(Cc2ccncc2)c2ccccc2c1=O,0.6,0.9,-12.1,8.2,-5.9,-0.7,16.5,14.5,-1.2
CC(=O)Nc1ccc(C(=O)OCC(=O)c2ccc(C)c([N+](=O)[O-])c2)cc1,5.5,-1.6,-84.8,13.7,-29.5,-6.3,-4.1,-19.8,·
CC(=O)OCc1c(COC(C)=O)[n+](=O)c2ccccc2n1[O-],0.1,-1.5,-1.8[fluorescence artefact?],1.8,-10.6[fluorescence artefact?],-9.8,17.2,-38.2,-3.5
CCOC(=O)N1CCN(C(=O)C2CCN(S(=O)(=O)c3ccc(F)cc3)CC2)CC1,0.8,13.7,1.2,12.8,-2.4,-6.8,-4.6,-16.7,-0.7
COC(=O)Nc1sc2c(c1C(=O)NCc1ccco1)CCC2,-0.2,2.6,7.1,6.9,6.9[fluorescence artefact?],0.6,16.2,-4.7,1.0
CCOC(=O)Cc1csc(NC(=O)c2cc(OC)cc(OC)c2)n1,-0.8,-4.5,-3.1[fluorescence artefact?],11.3&9.9,1.3,-5.3,-31.5&10.7,17.5,0.9
O=C(NC1CCCCC1)C(c1ccc2ncccc2c1)N(Cc1cccs1)C(=O)c1cccs1 (stereo not given),0.4,0.0,-2.5,9.9,0.5,1.9,-45.0,-23.5,3.4
Cc1ccc(COCCN2CCN(S(=O)(=O)c3ccc(C)cc3)CCC2=O)cc1,2.8,-4.0,8.2,11.4,2.9,0.8,-23.6,4.9,2.8
O=C(CSc1nncn1-c1ccccc1)Nc1ccc(N2CCOCC2)cc1,0.2,0.4,6.8,9.5,-2.3,5.5,-6.8,21.6,6.0
O=C1CC(O)(C(F)F)Oc2ccc3ccccc3c21 (stereo not given),0.2,1.1,-0.4[fluorescence artefact?],12.1,-10.5,-1.9,-18.7,i,9.6
Cn1c(=O)c2c(SCc3ccccc3)nc(C3CC3)nc2n(C)c1=O,0.8,-7.9,3.9,4.6,6.0,-7.8,73.5*,21.4,9.3
CCc1cc(C(=O)NNC(=S)NC(C)c2ccccc2)cs1 (stereo not given),0.3,-0.5,-14.9,8.1,-0.3,5.5,2.4,-34.3,4.5
CCN(C(=O)c1cn(C)c(=O)c2cc(OC)c(OC)cc12)c1cc(C)ccc1C,-0.8,1.2,1.2,17.0,-2.7,-14.0,14.4,-17.6,4.5
Cc1ccc(N(CC(=O)N/N=C/c2cccs2)S(C)(=O)=O)cc1,1.5,4.1,-25.0,7.9,4.5[fluorescence artefact?],22.5,12.3,-8.0,9.4
O=C(CSc1nc2ccccc2s1)N/N=C/c1ccco1,0.4,10.4,-4.1[fluorescence artefact?],12.0,4.5[fluorescence artefact?],6.5,0.2,-15.1,8.0
CCCCNC(=O)C1(NC(=O)Nc2ccc(C)cc2)CCCCC1,1.2,-6.2,-4.3,1.0,2.5,2.9,6.6,-9.1,-3.8
N#C/C(=N\Nc1cc(Cl)cc(Cl)c1)c1nnc2n1CCCCC2,-0.1,2.6,-11.9,6.2,-2.4,-9.1,1.3,-20.7,1.5
CC1(c2ccccc2)NC(=O)N(CC(=O)NC(=O)NCc2ccco2)C1=O (stereo not given),0.1,0.3,-1.1,9.6,-5.9,-4.7,24.1,-52.1,6.0
O=C(NNc1c(Cl)cncc1Cl)c1cccs1,0.0,7.4,-0.2,4.6,-1.8,-11.9,-7.8,8.4,21.6
C/C(=N\NC(=O)C(c1ccncc1)N1CCOCC1)c1ccc(Br)cc1 (stereo not given),1.4,-3.0,-2.9[fluorescence artefact?],1.3,5.4[fluorescence artefact?],-2.4,3.3,-1.2,·
CC1CCN(c2ccc(C(=O)O)cc2)CC1,-0.3,1.9,-3.4[fluorescence artefact?],9.8&11.6,-15.0,4.1,29.0&9.2,-5.6,-5.3
Cc1cc(N2CCN(c3cccc(C(F)(F)F)c3)CC2)n2ncnc2n1,-0.1,0.8,0.2,9.4,1.3,0.4,12.2,-47.7,-3.2
COc1ccc(/C=C/C(=O)NC(=S)NN2CCCCC2c2cccnc2)cc1 (stereo not given),0.4,0.7,2.6,8.7,2.4,-16.2,27.0,25.5,-7.5
CCCC(=O)C1=C(O)C(c2cccc(Oc3ccccc3)c2)CCC1=O (stereo not given),0.1,-22.4,-2.9,-1.2,0.3,0.7,13.1,20.0,-5.0
COc1ccc(C2N(C(=O)CN3CCOCC3)CCN2S(=O)(=O)c2ccccc2)cc1 (stereo not given),0.1,2.4,12.6,3.2,-4.1[fluorescence artefact?],-0.8,29.0,-39.2,-26.2
CCOC(=O)c1c(NC(=O)c2cc(C)oc2C)sc(C(=O)Nc2ccc(Cl)cc2)c1C,-0.2,0.7,-8.6,16.4,-17.6,-19.4,5.3,-185.9,0.2
COc1cccc(/C=N/N2C(=O)CSC2=S)c1O,·,-19.9,-0.4[fluorescence artefact?],5.3,3.4,1.6,-39.8,-11.9,·
COc1ccccc1-c1nnc(Sc2nc([N+](=O)[O-])nn2C)o1,-2.0,1.6,-7.3,4.3,7.5,-5.0,1.4,8.9,0.2
Cn1cnnc1SCc1ccccc1,-0.2,0.9,-2.9,·,3.6[fluorescence artefact?],-4.0,4.1,30.2,·
O=C(/C=C/c1ccccc1Cl)NCc1ccccc1,0.4,1.9,-4.9,3.4,0.8,0.2,-23.2,26.8,1.7
CCc1noc(C)c1C(=O)N1CCCC(CCC(=O)NCc2ccc(F)c(F)c2)C1 (stereo not given),0.7,-2.6,4.5,1.5,0.6,-8.6,-1.6,25.6,·
Cc1cc(C)c2[nH]c(=O)c(CN(Cc3ccccc3)C(=S)NCCCN(C)C)cc2c1,18.4,28.7,-2.9,20.3&20.2,1.3,-8.5,-68.8&-89.3,-38.0,5.4
COC(=O)c1ccc(N/C(C)=C/C(=O)c2ccc(C)o2)cc1,-0.2,14.3,7.9,2.7,-9.7,-4.7,-0.1,-1.1,-0.5
